Vif-A3G inh: qHTS for Inhibitors of Vif-A3G Interactions: qHTS; DNA dC->dU-editing enzyme APOBEC-3G (Homo sapiens), Q9HC16; HeLa A3G-eYFP + Vif (tagged APOBEC3G with the HIV-1 protein that degrades it), YFP fluorescence, overnight; Potency, µM (top dose mostly 46.1 µM), for inactives: at the top dose activity, negative = active, hits mostly inhibitors; 410,000 compounds, 0.076% hits; AID 602310, 2012;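 also: potency is read from the fitted curve at half-maximal effect; % is scaled to controls: 0 for no effect and ±100 for the full control effect; nearly all actives have a fitted effect of over 60% in size; hits raise eYFP signal because A3G escapes Vif-driven loss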
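HeLa cells stably expressing Vif and C-terminally eYFP-tagged A3G, seeded overnight at 37 deg C, then exposed to compound by pintool overnight at 37 deg C. Rise in yellow fluorescence (Ex 488/Em 500-530, Acumen) marks blocked Vif-driven A3G degradation.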
D1 agonist: Allosteric Agonists of the Human D1 Dopamine Receptor: qHTS; HEK293 T-REx D1 cells, calcium flux, agonist mode; D(1A) dopamine receptor (Homo sapiens), P21728; 360,000 compounds, 1% hits; AID 504660, 2011; activation, % at 2 µM; in the data active = activation above about 30%; also: 0% is about no effect
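Inducible HEK293 T-REx D1 cells, force-coupled to calcium signalling, were plated at 4000 cells/well with tetracycline and held overnight at 30 C. After no-wash calcium dye loading, compound-evoked calcium rise over 180 s flagged agonists.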
LDHA block: qHTS assay for inhibitors of human lactate dehydrogenase | L-lactate dehydrogenase A chain (Homo sapiens), P00338 | purified LDHA, NADH/diaphorase-resazurin fluorescence; active compounds read low | activity change, % (values are at about 110 or 230 µM) | 480,000 compounds, 0.15% hits | AID 1347041, 2019; in the data active = activity change below about -30%; inconclusive = mostly about -25% to -30%;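 also: plate controls were DMSO wells for no effect and wells without enzyme for full effect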
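Enzyme activity of human lactate dehydrogenase 5 (2 nM; 0.06 mM NADH, 0.2 mM pyruvate, 5 min, RT) is measured via a resazurin/diaphorase fluorescence readout of residual NADH.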
Glioma ERSR ind: qHTS for Inducers of the Endoplasmic Reticulum Stress Response (ERSR) in Human Glioma: qHTS; 420,000 compounds, 0.02% hits; Potency, µM, inactives show top-dose activation, actives largely listed as activators; U87-MG GRP78 promoter luciferase reporter, 16 h; AID 602332, 2012; also: potency is read from the fitted curve at half-maximal effect; series mostly up to about 76 µM; % of control where 0% means no effect; nearly all actives have a fitted effect of over 35% in size
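Stably transfected U87-MG human glioma cells carrying a GRP78-based luminescent sensor were seeded at 1000 cells/well, pin-dosed with compounds and incubated 16 h. Luciferase reagent was then added, and end-point luminescence was read after 10 min at room temperature.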
RXFP1 ag: qHTS Assay for Agonists of the Relaxin Receptor RXFP1 | Relaxin receptor 1 (Homo sapiens), Q9HBX9 | HEK293T-RXFP1 cAMP TR-FRET, 30 min; response scale: percent of porcine relaxin response, buffer zero | Potency, µM (titrated, usually from 57.5 µM), inactives show at the highest dose activation, hits mostly activators | 370,000 compounds, 0.3% hits | AID 2676, 2010; also: potency is read from the fitted curve at half-maximal effect; % is scaled to controls: 0 for no effect and ±100 for the full control effect; nearly all actives have a fitted effect of over 60% in size; many of its hits are not listed in these tables
Target sequence (Q9HBX9 whole entry, looked up): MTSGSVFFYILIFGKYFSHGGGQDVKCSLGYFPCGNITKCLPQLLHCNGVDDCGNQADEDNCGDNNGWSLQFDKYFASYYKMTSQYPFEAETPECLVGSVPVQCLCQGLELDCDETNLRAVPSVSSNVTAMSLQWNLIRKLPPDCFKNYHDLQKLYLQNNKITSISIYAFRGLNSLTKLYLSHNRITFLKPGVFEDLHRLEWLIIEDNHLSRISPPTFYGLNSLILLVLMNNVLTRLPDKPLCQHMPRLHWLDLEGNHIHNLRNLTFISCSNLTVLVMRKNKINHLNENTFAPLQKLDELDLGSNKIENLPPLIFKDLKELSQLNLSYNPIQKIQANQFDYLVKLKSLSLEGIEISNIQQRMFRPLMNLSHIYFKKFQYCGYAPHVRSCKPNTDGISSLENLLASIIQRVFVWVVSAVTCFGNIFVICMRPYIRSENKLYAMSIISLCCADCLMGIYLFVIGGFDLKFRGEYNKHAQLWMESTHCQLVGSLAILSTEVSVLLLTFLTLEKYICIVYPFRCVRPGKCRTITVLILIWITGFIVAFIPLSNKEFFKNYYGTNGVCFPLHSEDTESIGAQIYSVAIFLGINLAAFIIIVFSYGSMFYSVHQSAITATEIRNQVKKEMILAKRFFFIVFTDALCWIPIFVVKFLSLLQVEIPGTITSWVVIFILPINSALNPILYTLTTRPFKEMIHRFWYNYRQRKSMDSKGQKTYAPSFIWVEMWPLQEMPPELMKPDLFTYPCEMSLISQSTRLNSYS
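cAMP rise read by TR-FRET after 30 min, 37C compound exposure (up to 58 uM) in RXFP1-transfected HEK293 cells with Ro 20174 present. EC50 from Hill-equation fits, with 29 nM porcine relaxin as 100% and buffer as basal.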
D1 PAM: Potentiators of Human D1 Dopamine Receptor: qHTS; D(1A) dopamine receptor (Homo sapiens), P21728; HEK293 TREx D1 cells, calcium flux, dopamine EC20 potentiation; potentiation, % at 10 µM; 360,000 compounds, 0.036% hits; AID 504651, 2011; in the data active = potentiation above about 30%; also: 0% is about no effect
D2 potentiator: HTS Assay for Positive Allosteric Modulators of the Human D2 Dopamine Receptor: Primary Screen for Potentiators. D(2) dopamine receptor (Homo sapiens), P14416. HEK293 T-REx D2, calcium flux, EC20 dopamine potentiation. potentiation, % at 10 µM. 340,000 compounds, 0.34% hits;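 active = potentiation over 3 SD above the plate norm, cut at about 30% in these data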; also: 0% is about no effect
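Calcium flux readout, no-wash dye, 1 read/s. Inducible HEK293 Trex D2 line, overnight 30 C. Compound alone 180 s (agonist flags), then EC20 dopamine, another 180 s to score potentiation.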
Vif-A3F inh: qHTS for Inhibitors of Vif-A3F Interactions: qHTS; HeLa A3F-eYFP + Vif (tagged APOBEC3F with the HIV-1 protein that degrades it), YFP fluorescence increase; Potency, µM (highest dose often 46.1 µM), inactives show at the highest dose activity, negative = active; 390,000 compounds, 0.2% hits; AID 602313, 2012; also: potency is read from the fitted curve at half-maximal effect; % of control where 0% means no effect; nearly all actives have a fitted effect of over 65% in size
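Fluorescence increase (Ex 488/Em 500-530) after overnight compound treatment at 37 deg C flags inhibition of Vif-driven A3F-eYFP loss in stable HeLa A3F-eYFP/Vif cells seeded overnight beforehand.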
D1 antag: Antagonist of Human D 1 Dopamine Receptor: qHTS. activity change, negative = inhibition, % at 10 µM. AID 504652, 2011. 360,000 compounds, 3.2% hits. HEK293 TREx D1 cells, calcium flux, dopamine EC80; active compounds read low; in the data active = activity change below about -30%; also: % is scaled to controls: 0 for no effect and ±100 for the full control effect
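Tetracycline-induced HEK293 T-REx cells with force-coupled D1 receptor were loaded with a no-wash calcium dye. Compound was added after a 10 s baseline and read kinetically for 180 s; EC80 dopamine was then added and calcium flux followed another 180 s.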
Active calls of the source: *; ? = inconclusive; . = not tested or not shown; & = joins results of further samples. Unless noted, calls follow the shape of the dose curve; as a rule, active = well fitted curve in the direction sought with a large enough effect; inconclusive = small, poorly fitted or top-dose-only effect, or another doubt; inactive = no such curve, though single readings can be large; an effect the other way counts as inactive or inconclusive. Some of the compounds tested; rates above refer to the full screens.

SMILES	Vif-A3G inh	D1 agonist	LDHA block	Glioma ERSR ind	RXFP1 ag	D1 PAM	D2 potentiator	Vif-A3F inh	D1 antag
CC(C)c1ccc(S(=O)(=O)c2nnn3c2nc(NC2CCCC2)c2sccc23)cc1	1%	2	-7	-3%	12%	0	2	-7%	-26
CC(Oc1ccccc1)C(=O)N1CCc2ccccc2C1 (stereo not given)	0%	-1	-1	0%	2.5%	-4	-2	0%	2
CC(C)NC(=O)Cn1c(SCC(=O)N2CCCCCC2)nc2ccccc21	5%	0	-2	-3%	-0.2%	1	4	-1%	-18
CC1(C)CC(Nc2ccc(Nc3ccccc3)cc2)CC(C)(C)N1	-15%	9	19	-3%	-2.5%	-5	-4	-6%	-13
Cc1csc(SCC(=O)NC(=O)C2CCCCC2)n1	-2%	0	2	-4%	2.6%	0	-5	4%	-5
O=C(CNc1ccc(F)cc1)N/N=C/c1c(O)ccc2ccccc12	-9%	3	-8	-5%	-0.1%	0	-2	6%	-7
CC(C)[C@H](NC(=O)c1ccccc1)C(=O)Nc1ccc2c(c1)OCO2	-1%	1	0	6%	-0.6%	-1	0	0%	2
COc1cccc(COc2cc3ccccc3nc2C)c1	2%	23	-5	9%	-0.2%	-5	6	-3%	-15
COc1cc2c3nnc(-c4ccc(F)cc4)c-3cn(Cc3ccccc3F)c2cc1OC	?	4	-1	-14%	9.3%	-4	7	25µM*	-53*
Cn1cc(CCC(=O)NCc2ccc3c(c2)OCO3)c2ccccc21	-1%	3	0	-4%	-0.4%	-6	-28	0%	-3
CN(Cc1cnc2nc(N)nc(N)c2n1)c1ccc(C(=O)NC(CCC(=O)O)C(=O)O)c2ccccc12 (stereo not given)	-1%	.	7	-4%	.	.	.	12%	.
COc1ccc(Cc2nnc(NC(=O)C3CC(=O)N(c4ccccc4C)C3)s2)cc1OC (stereo not given)	-2%	7	-4	-6%	-0.5%	-4	2	3%	-8
CCC(=O)C1=C(c2ccc(OC)c(OC)c2)N(C(=O)CC)n2c(nnc2-c2ccc(C)cc2)S1	4%	1	-11	-1%	0.4%	3	13	-5%	.
N#Cc1c(-c2ccccc2)nc(SCC(=O)Nc2ccccc2F)[nH]c1=O	-1%	1	-8	-4%	20%	-3	-4	-13%	0
Clc1ccccc1-c1nn2c(COc3ccccc3)nnc2s1	3%	7	-4	-1%	-0.3%	0	-8	-4%	-18
O=C(c1ccc(Cl)cc1Cl)N1CCc2ccccc21	2%	2	-12	-3%	2.0%	-2	.	-10%	-6
COc1ccc(NCC(=O)N/N=C2\CCCC(C)C2)cc1 (stereo not given)	0%	-2	1	-3%	2.1%	1	1	7%	9
Cc1ccc(-n2ncc(C(=O)N3CCN(C4CCCCC4)CC3)c2C2CCN(C(=O)OC(C)(C)C)CC2)cc1	0%	0	0	-3%	26%	3	-7	5%	-4
O=C(NCc1ccc(Cl)cc1)C1CCN(S(=O)(=O)c2cc([N+](=O)[O-])ccc2Cl)CC1	1%	7	-2	-3%	-0.1%	-3	2	-3%	5
Cc1ccc([N+](=O)[O-])c(OCCn2cnc3ccccc32)c1	-5%	8	-3	-2%	-2.3%	-2	-9	2%	-15
O=C(CSc1nc2cc(Cl)ccc2s1)N1CCCc2ccccc21	0%	3	-4	-2%	0.7%	-2	-5	-11%	4
CCOC(=O)C1CCN(CC(=O)N2C(C)CCCC2C)CC1 (stereo not given)	0%	9	-23	-4%	0.7%	1	6	2%	-2
Cc1ccc(C(=O)N(C)CC(=O)Nc2ccc(N3CCOCC3)cc2)s1	2%	0	-6	8%	-1.9%	-1	20	-8%	-4
COc1cccc(-c2cc(C(=O)N3CCN(C(=O)c4ccco4)CC3)[nH]n2)c1	1%	-1	-16	0%	1.6%	0	-7	-9%	-15
O=C(C1=C[C@H](c2ccc(C(F)(F)F)cc2)C[C@H](OCCCCO)O1)N1CCN(Cc2ccccc2)CC1	-1%	-1	2	-4%	2.9%	-2	-4	3%	-18
CCCSc1nc2sc3c(c2c(=O)[nH]1)CCN(Cc1ccccc1)C3	?	20	0	-4%	9.0%	-6	2	?	-8
COc1cc(NC(=O)CN2CCN(c3ccccc3)CC2)c(C)cc1[N+](=O)[O-]	-3%	1	-7	0%	5.5%	-6	-5	-16%	-2
Cc1cc(C)cc(OCC(=O)Nc2c(C(=O)c3ccccc3)oc3ccccc23)c1	0%	-1	-4	-4%	-0.3%	-8	-6	-1%	-27
COc1ccc(OC)c(NC(=O)CSc2ccccc2)c1	-4%	-1	3	-4%	2.8%	2	-4	-7%	19
Cn1c(CNC(=O)Nc2cccc(Cl)c2)nnc1SCc1ccccc1	1%	2	-3	1%	0.6%	-3	-7	5%	1
Cc1occc1C(=O)N/N=C/C1=C(N2CCOCC2)C(=C\c2ccc(Cl)cc2Cl)/CC1	2%	3	-12	0%	0.0%	-2	0	2%	0
c1ccc(CC2CCN(c3ncnc4sccc34)CC2)cc1	1%	38*	-1	4%	-1.2%	-8	8	-15%	-29
Cc1ccc(S(=O)(=O)NC(=NC(Cc2ccccc2)C(=O)O)c2ccccc2)cc1 (stereo not given)	2%	0	-3	5%	2.3%	-7	.	-9%	-12
CC1(C)CC(Nc2ccc(C(F)(F)F)cc2[N+](=O)[O-])CC(C)(C)N1	3%	13	-4	-2%	1.3%	.	13	0%	9
Cc1c(C(=O)OCC2CCCCC2)[nH]c2c1C(=O)CC(c1ccc(F)cc1)C2 (stereo not given)	1%	1	-3	-4%	-2.7%	-1	-2	2%	-5
CCOC(=O)c1cnc2c(c(C)nn2C)c1Oc1ccccc1F	1%	1	1	-4%	4.5%	-6	-3	-18%	-22
COc1ccc(/C=C2/C(=O)N=C3SCCN32)cc1	-4%	0	-6	-4%	1.6%	-1	1	.	-3
O=C(COC(=O)CCSc1ccccc1)Nc1ccccc1Br	6%	.	-11	5%	.	.	.	0%	.
COc1ccc(NC(=O)Cc2ccc(Cl)cc2Cl)cn1	-2%	7	-11	-3%	0.7%	-2	-3	5%	14
CSc1ccc(CNC(=O)C2CCC(=O)N(CCc3ccc(Cl)cc3)C2)cc1 (stereo not given)	-2%	.	-2	1%	.	.	.	0%	.
COc1cccc(-c2nc3c(C#N)c[nH]n3c2NC2CCC(C)CC2)c1 (stereo not given)	2%	6	-5	1%	0.1%	-1	-1	-2%	-11
O=C(NCCN1CCOCC1)c1ccc(Cl)cc1[N+](=O)[O-]	2%	.	0	-2%	-0.2%	.	.	-14%	.
CC(=O)NC(=S)Nc1sc2c(c1C(N)=O)CCC(C)C2 (stereo not given)	6%	2	-7	9%	0.6%	-1	-4	-18%	-1
CSc1nc(NCc2ccccc2)c2c3c(sc2n1)CN(C)CC3	-6%	13	0	2%	6.1%	-18	-9	-1%	-18
O=C(O)CC1=C(Nc2ccccc2)C(=O)N(c2ccccc2)C1c1ccc(Br)cc1 (stereo not given)	-5%	1	-2	2%	3.2%	-3	4	4%	-14
Cc1nc2cc(C(=O)O)ccc2n1C1CCCCC1	-1%	-1	0	-5%	0.7%	-2	-3	-15%	14
Cc1cc(-n2c(C)cc(C(=O)CCl)c2C)no1	?	5	2	-15%	0.5%	-1	13	-4%	-5
CCOC(=O)c1ccc(Nc2nc(C)cc(C)c2C#N)cc1	0%	2	2	-4%	3.4%	-3	3	1%	1
COc1cc2c(cc1OC)C(c1ccccc1)N(C(=O)c1ccco1)CC2 (stereo not given)	0%	1	2	-3%	0.3%	.	2	2%	-2
COc1ccccc1N1CCN(CC(=O)c2c(N)n(C)c(=O)n(C)c2=O)CC1	-1%	-1	2	-4%	16%	-2	-9	-10%	9
Cc1cnc(NC(=O)Cc2ccc(C)c(C)c2)s1	2%	5	-6	-2%	-0.9%	4	16	5%	-3
COc1ccc(NC(=O)N2CCc3c(sc4c3CCCC4)C2c2ccc(F)cc2)cc1 (stereo not given)	3%	2	-3	-1%	0.5%	-1	-3	0%	4
COc1ccc(C(=O)NCCCn2cccn2)cc1OC1CCN(C(C)=O)CC1	-4%	2	-5	-5%	3.0%	-3	6	7%	-5
Cc1ccc(CNC(=O)CC2Nc3c4ccccc4nc(=S)n3C2=O)cc1 (stereo not given)	.	5	.	.	28%	5	14	.	-22
Cc1ccccc1C(=O)c1c[nH]c(C(=O)NCc2ccco2)c1	-4%	2	-5	-5%	1.4%	-6	-10	-1%	8
COc1ccc(S(=O)(=O)N2CCOCC2)cc1NC(=O)c1cccc2c(=O)c(C)c(-c3ccccc3)oc12	-2%	5	-3	1%	6.9%	-1	12	8%	-25
CC1(C)CCc2cc(S(=O)(=O)N3CCN(S(=O)(=O)c4c(F)cccc4F)CC3)ccc2O1	0%	3	-5&0&-14	3%	.	1	.	0%	-4

Part of the list above in order of SMILES length, rising.
SMILES	Vif-A3G inh	D1 agonist	LDHA block	Glioma ERSR ind	RXFP1 ag	D1 PAM	D2 potentiator	Vif-A3F inh	D1 antag
CCOC(=O)c1ccc(Nc2nc(C)cc(C)c2C#N)cc1	0%	2	2	-4%	3.4%	-3	3	1%	1
Cc1ccc(CNC(=O)CC2Nc3c4ccccc4nc(=S)n3C2=O)cc1 (stereo not given)	.	5	.	.	28%	5	14	.	-22
COc1ccc(S(=O)(=O)N2CCOCC2)cc1NC(=O)c1cccc2c(=O)c(C)c(-c3ccccc3)oc12	-2%	5	-3	1%	6.9%	-1	12	8%	-25

From PubChem
